# ATG4B inh: blocks human ATG4B protease cleavage of LC3 substrate. Q9Y4P1. ATG4B cleavage of LC3-PLA2, NBD-HPC fluorescence, 1 h. inhibition, % at 8.33 µM. 340,000 tested, 0.51% active; in the data active = inhibition above about 40%
# Target sequence (Q9Y4P1 whole entry, looked up): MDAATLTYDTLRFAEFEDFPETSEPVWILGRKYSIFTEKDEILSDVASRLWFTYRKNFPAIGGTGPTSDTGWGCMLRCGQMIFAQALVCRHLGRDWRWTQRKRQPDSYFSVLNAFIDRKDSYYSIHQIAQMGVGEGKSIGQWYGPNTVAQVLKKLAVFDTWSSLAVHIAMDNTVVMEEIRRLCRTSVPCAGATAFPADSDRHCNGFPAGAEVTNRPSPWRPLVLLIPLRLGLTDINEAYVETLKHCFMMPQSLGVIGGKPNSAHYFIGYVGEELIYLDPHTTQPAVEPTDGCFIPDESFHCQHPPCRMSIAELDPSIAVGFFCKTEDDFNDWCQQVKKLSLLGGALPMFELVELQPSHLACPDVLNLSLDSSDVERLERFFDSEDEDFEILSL
# EBI2 block: EBI2 (human) antagonism | 360,000 tested, 0.81% active | P32249 | EBI2 beta-arrestin recruitment, luminescence, 7a,25-OHC stimulated | inhibition, % at 5 µM; in the data active = inhibition above about 38%;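 also: enzyme fragment complementation signal reports receptor beta-arrestin coupling in cells; 0% = agonist plus DMSO wells and 100% = wells without agonist; some results beyond the cut were filed as inactive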
# Gli-Sufu antag: Gli-Sufu pathway antagonism; 340,000 tested, 0.74% active; inhibition, % at 5 µM; Sufu-KO-LIGHT fibroblasts, Gli luciferase reporter luminescence;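 active = inhibition above about 55%, limit read from the data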;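 also: 0% = DMSO-treated cells and 100% = wells with medium but no cells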
# CCR6 antag: CCR6 (human) receptor antagonism; P51684; CHO-K1 CCR6 PathHunter beta-arrestin, luminescence, CCL20-stimulated; inhibition, % at 20 µM; 340,000 tested, 0.49% active;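 active = compounds whose inhibition of the agonist-driven luminescence signal at 20 µM reaches about 50%, limit read from the data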;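 also: cells stimulated with CCL20 at 14 nM final; plate controls were DMSO with CCL20 for no effect and DMSO without agonist for full effect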
# Target sequence (P51684 whole entry, looked up): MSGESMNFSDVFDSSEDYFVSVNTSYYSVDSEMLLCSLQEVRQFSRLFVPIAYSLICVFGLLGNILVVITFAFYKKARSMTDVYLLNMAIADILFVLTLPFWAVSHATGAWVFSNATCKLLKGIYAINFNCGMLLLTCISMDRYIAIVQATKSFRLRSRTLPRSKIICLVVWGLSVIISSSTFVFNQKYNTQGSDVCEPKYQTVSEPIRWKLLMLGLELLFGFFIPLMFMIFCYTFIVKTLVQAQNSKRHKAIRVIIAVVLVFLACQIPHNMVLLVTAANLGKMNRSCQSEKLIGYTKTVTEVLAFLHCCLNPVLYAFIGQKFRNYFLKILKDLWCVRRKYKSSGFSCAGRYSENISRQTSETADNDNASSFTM
# CXCR6 block: inhibitors of human CXCR6 receptor; CHO-K1 PathHunter CXCR6 beta-arrestin, luminescence; inhibition, % at 20 µM; 360,000 tested, 0.36% active; AID 602244; in the data active = inhibition above about 34%, passing the limit was not always enough;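 also: antagonist mode with CXCL16 agonist at 10 nM final; 0% = 10 nM CXCL16 with DMSO and 100% = unstimulated wells without agonist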
# APJ ag: agonists of human APJ apelin receptor; CHO-K1 APJ PathHunter beta-arrestin, luminescence; 0% DMSO wells, 100% apelin; AID 2520; activation, % at 20 µM; 330,000 tested, 0.11% active;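 active = activation more than six SD over the plate average, tested at 20 µM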;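 also: 0% = DMSO alone and 100% = apelin-13 at 10 nM; some results filed as inactive read as strong as hits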
#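 Assay system: CHO-K1 cells stably expressing ProLink-tagged human APJ and arrestin–beta-gal acceptor. Compound dosing: 20 µM single point, 1% DMSO. Times: 16-18 h seeding, 90 min dark compound exposure, 60 min detection. Detection: beta-gal luminescence. Evaluation: APJ–arrestin association signal. Controls: negative DMSO alone, positive Apelin-13 at 10 nM.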
# UBC13 polyUb: human UBC13 polyubiquitination inhibition. P61088. UBC13 polyubiquitin chain formation, TR-FRET. inhibition, % at 20 µM. 330,000 tested, 0.47% active; in the data active = inhibition above about 45%, passing the limit was not always enough
# Target sequence (P61088 whole entry, looked up): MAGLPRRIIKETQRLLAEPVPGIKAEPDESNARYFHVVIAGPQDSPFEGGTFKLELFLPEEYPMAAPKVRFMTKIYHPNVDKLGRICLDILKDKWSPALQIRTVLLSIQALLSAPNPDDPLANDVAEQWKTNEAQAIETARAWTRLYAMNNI
# APJ antag: blocks the human apelin receptor APJ; CHO-K1 APJ beta-arrestin complementation, luminescence; inhibition, % at 20 µM; 330,000 tested, 0.32% active; P35414;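 active = inhibition above about 40% at 20 µM, limit read from the data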;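 also: cells challenged with 10 nM apelin-13 agonist together with compound; plate controls were apelin-13 plus DMSO wells for no effect and DMSO wells lacking apelin-13 for full effect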
# The depositor's hits bear a star; / = no result given.
# Key to letters – A = ATG4B inh; B = EBI2 block; C = Gli-Sufu antag; D = CCR6 antag; E = CXCR6 block; F = APJ ag; G = UBC13 polyUb; H = APJ antag
1) O=C(NC(=S)Nc1ccc(Cl)cc1)c1cncc(Br)c1
  A: 0	B: -2	C: 0	D: 43	E: 20	F: -8	G: 10	H: 32
2) NS(=O)(=O)c1ccc(NC(=O)c2ccc(F)cc2F)c(NC(=O)c2ccc(F)cc2F)c1
  A: 2	B: -3	C: -13	D: 51*	E: 2	F: -1	G: -2	H: -3
3) CC(C)C(=O)N(Cc1ccccc1)S(=O)(=O)c1ccc2c(c1)oc(=O)n2C
  A: 6	B: 8	C: 1	D: 8	E: 17	F: -5	G: 0	H: 25
4) CCC(C)C(=O)Nc1nc2ccc(S(C)(=O)=O)cc2s1 (stereo not drawn)
  A: -8	B: -17	C: -12	D: -3	E: 3	F: -3	G: -2	H: 38
5) CCOC(=O)c1cc(-c2ccccc2)sc1NC(=O)c1cc(OC)c(OC)c(OC)c1
  A: 2	B: 21	C: 16	D: 6	E: 0	F: 5	G: 29	H: 0
6) COCC(C)NCc1ccccc1C (stereo not drawn)
  A: 2	B: -8	C: 5	D: 1	E: 3	F: 1	G: 10	H: 10
7) CC(C)CC(=O)Nc1nnc(S(=O)(=O)N(C)Cc2ccco2)s1
  A: -1	B: -3	C: 9	D: 7	E: 0	F: -3	G: -3	H: -10
8) O=C(Nc1ccc(S(=O)(=O)NC2=NCCCCC2)cc1)c1ccccc1Cl
  A: 1	B: -7	C: -3	D: 0	E: -1	F: -3	G: -1	H: -10
9) O=C(Cc1ncc(C(F)(F)F)cc1Cl)N1CCN(c2ccccn2)CC1
  A: 2	B: -1	C: 1	D: 7	E: -2	F: 0	G: 8	H: 14
10) Cc1ccc([N+](=O)[O-])c(OCc2ncc(Cl)n2C)c1
  A: 5	B: 4	C: -4	D: -13	E: 0	F: -4	G: 0	H: 11
11) CCOc1cc(C(=O)OC(C)C(=O)Nc2ccc(NC(C)=O)cc2)ccc1OCC(=O)N1CCCCC1 (stereo not drawn)
  A: -6	B: 5	C: -3	D: 15	E: 1	F: -4	G: -2	H: 19
12) O=C(CC1Oc2ccc(Cl)cc2NC1=O)NC1CCCCCC1 (stereo not drawn)
  A: 4	B: 0	C: 0	D: 12	E: -4	F: 0	G: 4	H: 15
13) O=C(O)CSc1nnc(-c2ccncc2)n1-c1ccc(Cl)cc1
  A: 3	B: -9	C: 6	D: 0	E: -2	F: -5	G: 7	H: 5
14) CCNC(=O)N1CCCC(C(=O)c2ccc(OC)c(OC)c2)C1 (stereo not drawn)
  A: -14	B: 1	C: 4	D: -8	E: -2	F: -1	G: -13	H: -18
15) O=C(CCC(=O)N1CCCc2ccccc21)N1CCN(S(=O)(=O)c2ccccc2)CC1
  A: -7	B: 3	C: -2	D: -10	E: 2	F: -2	G: -3	H: -7
16) O=C1c2ccccc2C(=O)N1CCCP(=O)(O)CCc1ccccc1
  A: -4	B: 3	C: -4	D: -16	E: -2	F: -8	G: -12	H: -4
17) O=C(N/N=C/c1c[nH]c2ccccc12)c1ccc(O)c(O)c1
  A: 1	B: 2	C: 8	D: 4	E: 0	F: 0	G: 5	H: 0
18) COc1ccc(/C=C/C(=O)OCC(=O)Nc2cc(S(=O)(=O)N(C)C)ccc2Cl)cc1
  A: 0	B: -3	C: -4	D: 4	E: -8	F: 2	G: 7	H: 12
19) COC(=O)Nc1ccc(S(=O)(=O)N2CCCc3ccccc32)cc1
  A: -21	B: 18	C: -3	D: -6	E: -10	F: -2	G: -2	H: -13
20) Nc1ncnc2c1ncn2[C@@H]1O[C@H](CNS(=O)(=O)C2CC2)[C@@H](O)[C@H]1O
  A: -8	B: -3	C: -19	D: 19	E: -8	F: /	G: /	H: /
21) O=C(CSc1ncccn1)NCC1CCCO1 (stereo not drawn)
  A: -3	B: 3	C: 2	D: -5	E: -2	F: -2	G: 2	H: 14
22) Cc1ccc(C)c(S(=O)(=O)N2CCCCC2CCNC(=O)C(=O)NCc2ccco2)c1 (stereo not drawn)
  A: -6	B: 2	C: 5	D: 18	E: 2	F: -7	G: 1	H: -4
23) Cc1ccc(S(=O)(=O)N(CC(=O)NCc2ccc(F)cc2)C(=O)N2CCN(C)CC2)cc1
  A: -8	B: -1	C: -8	D: -2	E: -2	F: -2	G: 3	H: 19
24) O=C(NC(=S)NCCSc1ccccc1)c1cccnc1
  A: 1	B: -11	C: -6	D: 26	E: 6	F: -4	G: 24	H: 2
25) CCOC(=O)/C=C/C(=O)OCC(=O)Nc1ccc(C)cc1
  A: -12	B: -10	C: -1	D: -4	E: 1	F: 1	G: 0	H: -5
26) CCCCN(C)S(=O)(=O)c1ccc(C(=O)N=c2sc3cc(NC(C)=O)ccc3n2C)cc1
  A: -8	B: 4	C: -2	D: -1	E: -5	F: 4	G: 2	H: -8
27) CCOc1cc(NC(=S)NCCc2ccccc2)c(OCC)cc1NC(C)=O
  A: -7	B: 1	C: 7	D: -3	E: 4	F: -1	G: 2	H: 1
28) Cc1ccc(C(C)C)c(OCC(O)CN2CCc3ccccc3C2)c1 (stereo not drawn)
  A: 15	B: 13	C: 42	D: 15	E: -3	F: -1	G: 12	H: 10
29) CN(C)c1cccc2c(C=C(C#N)C#N)ccc(N(C)C)c12
  A: -2	B: 4	C: -1	D: 45	E: 5	F: 0	G: -11	H: 3
30) COC(=O)c1[nH]c2cc(OC)c(OC)cc2c1NC(=O)c1cccc(OC)c1
  A: -7	B: 6	C: -6	D: -10	E: 5	F: -1	G: -1	H: -19
31) CC(C)C[C@H](N)c1cn([C@@H](CCCCN)C(=O)N2CCNCC2)nn1
  A: 4	B: -11	C: -3	D: -1	E: 4	F: 3	G: 0	H: 16
32) Cc1occc1C(=O)Nc1cccnc1
  A: -14	B: -13	C: -2	D: -1	E: 0	F: -1	G: 7	H: 8
33) Cc1ccc2nc(SCC(=O)Nc3ccc(C(N)=O)cc3)[nH]c2c1
  A: -5	B: 4	C: -1	D: 0	E: -6	F: -3	G: -6	H: -10
34) COc1cccc(-n2c(Cc3cc(=O)[nH]c(=O)[nH]3)nnc2SCC(=O)NC2CCCC2)c1
  A: 5	B: -1	C: -6	D: 5	E: -5	F: -4	G: 5	H: 2
35) CC(C)CSc1nc2ccccc2[nH]1
  A: -3	B: -5	C: -21	D: 2	E: -1	F: -4	G: 13	H: 7
36) CCSC(C)CC1C/C(=N/O)c2c(CC)noc2C1 (stereo not drawn)
  A: -5	B: 0	C: -4	D: 13	E: -2	F: 3	G: -4	H: 5
37) Cn1c2c(c(=O)n(C)c1=O)CN(Cc1ccco1)CN2
  A: -1	B: -11	C: -1	D: -4	E: 7	F: -3	G: 2	H: -6
38) COCCn1cnnc1SCC(=O)Nc1cccc(S(=O)(=O)N(C)c2ccccc2)c1
  A: -16	B: -7	C: -4	D: 10	E: -7	F: -1	G: 1	H: 5
39) COc1ccc(S(=O)(=O)Nc2cc3c4c(c2)CCN4C(=O)CC3)cc1C
  A: 2	B: 0	C: 7	D: 7	E: 0	F: -5	G: 3	H: 2
40) C/C(CC(=O)NC1CCCCCC1)=N\NC(=O)c1cnccn1
  A: 4	B: -11	C: -13	D: 0	E: 4	F: 0	G: 0	H: 3

(41) COc1cccc(C(O)c2nccn2Cc2ccccc2)c1OC (stereo not drawn)
(42) COc1cccc(C2=NOC(C(=O)NCc3ccccn3)C2)c1 (stereo not drawn)
(43) CCCCCCSc1ccc(-c2nc3ccc(Cl)cn3c2NCc2ccccc2)cc1
(44) COc1cccc(NC(=O)C(OC(=O)c2ccccc2NS(=O)(=O)c2cccs2)c2ccccc2)c1 (stereo not drawn)
(45) Cc1[nH]nc2c1C(CC(C)C)C(C#N)=C(N)O2 (stereo not drawn)
(46) CCCCC(=O)Oc1ccccc1C1SCc2cc(C)c(C)cc2CS1
(47) COc1ccc(CN2CCC(n3nccc3NC(=O)c3ccc4c(c3)OCO4)CC2)cc1C
(48) CCOc1ccc(NS(=O)(=O)c2ccc(C(=O)N(C)CCc3ccc(OC)c(OC)c3)cc2)cc1

screen / no.,41,42,43,44,45,46,47,48
ATG4B inh,-7,8,3,-17,5,-11,-7,1
EBI2 block,-7,-6,17,4,-16,8,-10,-4
Gli-Sufu antag,3,-1,6,1,20,-14,44,19
CCR6 antag,0,4,12,3,13,20,9,-3
CXCR6 block,-4,-2,6,-7,-4,2,6,-6
APJ ag,-3,-5,-4,-2,2,-2,-1,-5
UBC13 polyUb,-1,0,26,1,-17,-11,7,1
APJ antag,-3,22,18,14,-10,-3,-36,1

(49) CCCCOc1ccc(C(=O)Nc2ccc(S(=O)(=O)Nc3cc(C)on3)cc2)cc1OC
(50) CCN(C1CCCCC1)S(=O)(=O)c1ccc(S(=O)(=O)NCCc2ccncc2)cc1
(51) CC(C)(C)NC(=O)C(c1cccs1)N(Cc1cccs1)C(=O)c1csnn1 (stereo not drawn)
(52) Cc1c(CC(=O)O)c(=O)oc2c(C)c3occ(-c4ccc(Br)cc4)c3cc12
(53) CC(=O)Nc1ccc(Oc2nc(-c3ccccn3)nc3ccccc23)cc1
(54) CN(C)/C=C1\C(=O)N(c2ccc([N+](=O)[O-])cc2)N=C1c1ccccc1
(55) COC(=O)C1CCN(C(=O)COC(=O)CC(NC(C)=O)c2ccccc2)CC1 (stereo not drawn)
(56) Cc1ccccc1N=C1NN=C(c2ccccc2F)CS1

screen / no.,49,50,51,52,53,54,55,56
ATG4B inh,-8,-11,-4,1,-9,-1,-8,10
EBI2 block,-4,19,4,-6,-25,-1,-16,4
Gli-Sufu antag,-36,11,3,3,-2,-25,0,-36
CCR6 antag,2,-2,0,-2,13,24,-3,-1
CXCR6 block,0,-2,7,10,8,7,2,10
APJ ag,1,-4,-3,-2,-2,-4,2,-5
UBC13 polyUb,-19,11,7,-8,-6,-32,-6,-12
APJ antag,33,-9,8,15,18,27,8,11

(57) COc1ccccc1C(=O)C1CCCN(C(=O)c2cccnc2SC)C1 (stereo not drawn)
(58) O=C(Nc1ccccc1Cl)C1CC(=O)N(Cc2ccco2)C1 (stereo not drawn)
(59) O=C(NNC(=O)c1cccs1)c1ccccc1
(60) CN(c1ccccc1)S(=O)(=O)c1ccc(Cl)c(C(=O)NC2=NCCS2)c1
(61) O=C(O)c1cccc2c1C(=O)N(C1CCCCC1)C2
(62) CN(C(=O)CSc1nnc(-c2ccco2)n1Cc1ccccc1)C1CCS(=O)(=O)C1 (stereo not drawn)
(63) COc1ccc(-c2nnc(Sc3nc4ccccc4o3)c3ccccc23)cc1
(64) COc1ccc(Cc2noc(CN3CCN(Cc4csc(C)n4)CC3)n2)cc1OC
(65) CCCN(CCC)CCNC(=O)c1cc2c(-c3ccc(Cl)cc3)nn(C)c2s1

screen / no.,57,58,59,60,61,62,63,64,65
ATG4B inh,-4,8,-2,-6,-3,-4,-9,-2,-9
EBI2 block,-10,-12,2,-1,1,-5,28,-10,-3
Gli-Sufu antag,1,5,-20,-1,6,-6,10,-4,13
CCR6 antag,8,11,-17,10,18,-2,15,3,12
CXCR6 block,0,-1,-4,10,-6,1,13,0,-6
APJ ag,6,-1,0,-2,-1,-5,-3,-2,2
UBC13 polyUb,12,-4,-3,8,1,-10,2,1,39
APJ antag,11,-3,-7,13,-2,8,-8,18,-1

# High-throughput results (PubChem)
